Source: PubChem BioAssay (National Center for Advancing Translational Sciences (NCATS))
12-LOX inh: blocks human arachidonate 12S-lipoxygenase; P18054; purified 12hLO, xylenol orange hydroperoxide absorbance; Potency, µM (highest dose often 108 µM), for the others: at the highest dose activity change, negative = inhibition, most hits filed as inhibitors; 1.1% of 580,000 active; AID 1671190; note: potency is the fitted concentration of half-maximal effect; % is set by controls: 0 for no effect and ±100 for the full control effect
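Purified human 12hLO (150 nM final) in 25 mM Hepes, 0.01% Triton X-100, pH 7.0 was preincubated 15 min at room temperature with compound. Then 40 uM arachidonic acid was added, 30 min. Hydroperoxide was read by Fe-XO absorbance ratio 573/405 nm.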
POLK inh: blocks human DNA polymerase kappa activity. Q9UBT6. purified Pol kappa, fluorescent DNA synthesis assay, 10 min. Potency, µM (series often up to 107 µM), without a hit: at the highest dose activity, negative = inhibition, hits mostly inhibitors. 0.53% of 400,000 active; note: potency is the fitted concentration of half-maximal effect; % is set by controls: 0 for no effect and ±100 for the full control effect
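50 nM final substrate added after 15 min RT preincubation of 10 nM Pol kappa with compound; fluorescence read at 0 and 10 min.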
LDHA block: LDHA (human) enzyme inhibition; P00338; purified LDHA, NADH/diaphorase-resazurin fluorescence; hits give low values; activity change, % (values are at about 110 or 230 µM); 0.15% of 480,000 active; in the data active = activity change below about -30%; inconclusive = mostly about -25% to -30%;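 note: plate controls were DMSO wells for no effect and wells without enzyme for full effect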
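Human LDH5 (2 nM) was incubated with 0.06 mM NADH and 0.2 mM pyruvate for 5 min at room temperature in Tris pH 7.4. Remaining NADH was coupled through diaphorase/resazurin, and resorufin fluorescence was read at 0 and 20 min.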
RGS4 inhibitor: human RGS4 inhibition; Potency, µM (highest dose often 114 µM), for inactives: at the highest dose activity change, negative = inhibition, usual class: inhibitors; 0.039% of 390,000 active; Transcreener GDP fluorescence polarization, RGS4-accelerated GTP hydrolysis; note: potency is the fitted concentration of half-maximal effect; % is set by controls: 0 for no effect and ±100 for the full control effect; nearly all actives have a fitted effect of over 75% in size; some results filed as inactive show a strong effect at the top dose
Target sequence (P49798 whole entry, looked up): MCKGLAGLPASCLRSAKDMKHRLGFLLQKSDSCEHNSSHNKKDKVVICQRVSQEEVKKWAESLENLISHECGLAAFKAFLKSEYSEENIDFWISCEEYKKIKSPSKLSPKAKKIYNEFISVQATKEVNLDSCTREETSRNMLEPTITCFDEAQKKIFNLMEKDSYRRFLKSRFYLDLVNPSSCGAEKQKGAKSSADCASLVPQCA
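MLSMR compounds (23 nl, pin-transferred) preincubated 10 min at room temperature with a 500nM (2x) first reagent, then RGS4 at 900nM (2x) plus Transcreener GDP mix added; fluorescence polarization (620/688 nm) read before and after 90 min at 30 °C.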
Pol eta inh: inhibitors of human DNA polymerase eta; Q9Y253; recombinant Pol eta, fluorescent DNA replication assay; Potency, µM (doses to about 114 µM), inactives show top-dose activity change, negative = inhibition, hits mostly inhibitors; 1.2% of 390,000 active; AID 588591; note: potency is the fitted concentration of half-maximal effect; % is set by controls: 0 for no effect and ±100 for the full control effect
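Pol eta at 10 nM preincubated with compounds 15 min at room temperature; reaction started with fluorescent substrate (50 nM final) and read kinetically at 0 and 10 min.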
Anesthetic bind: candidate novel general anesthetic via apoferritin binding; 0.074% of 350,000 active; Potency, µM (top dose mostly 77.5 µM), for the others: at the highest dose activity change, negative = displacement, actives largely listed as inhibitors; P02791; apoferritin/1-aminoanthracene competitive binding, fluorescence; AID 485281; note: potency is the fitted concentration of half-maximal effect; % is set by controls: 0 for no effect and ±100 for the full control effect; nearly all actives have a fitted effect of over 20% in size
Target sequence (P02791 2-175 limits assumed): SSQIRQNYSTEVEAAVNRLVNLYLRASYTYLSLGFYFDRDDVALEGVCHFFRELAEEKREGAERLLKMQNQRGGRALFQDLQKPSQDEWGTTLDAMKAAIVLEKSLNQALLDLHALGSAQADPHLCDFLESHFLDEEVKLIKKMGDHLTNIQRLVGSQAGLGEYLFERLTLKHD
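Concentration-response curves derived by four-parameter Hill fitting of normalized fluorescence, where compounds displaced 1-AMA from 10 uM horse apoferritin following a brief 10 min room-temperature incubation; propofol titration acted as positive control.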
Pol beta inh: blocks human DNA polymerase beta activity | Potency, µM (titrated, usually from 114 µM), for inactives: at the highest dose activity change, negative = inhibition, most hits filed as inhibitors | 1.3% of 340,000 active | P06746 | Pol beta primer extension/strand displacement, fluorescence kinetic | AID 485314; note: potency is the fitted concentration of half-maximal effect; % is set by controls: 0 for no effect and ±100 for the full control effect
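Human Pol beta at 10 nM; strand-displacement substrate 50 nM final. Compound exposure 15 min at room temperature before start, reaction 10 min at room temperature.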
ERG-DNA inh: ERG Ets/DNA interaction inhibition. AID 624246. fluorescence polarization, His-ERG Ets domain / labelled DNA. Potency, µM (top dose mostly 76.9 µM), without a hit: at the top dose FP activity, negative = inhibition, hits mostly inhibitors. P11308. 0.028% of 370,000 active; active = well fitted inhibition curve with a large enough effect in the polarisation, with a control signal flat; inconclusive = small, poorly fitted or top-dose-only effect, or effect the other way, or a change in a side signal; inactive = no such curve, though single readings can be large or run the other way; the % refers to the polarisation;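 note: polarization taken with two DNA probes labelled with fluorescein and Texas red; potency is the fitted concentration of half-maximal effect; % of control where 0% means no effect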
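His-tagged ERG Ets domain (1 uM in the protein solution; 300mM KCl, 50mM Tris-HCl, 1mM EDTA, 1mM DTT, pH 7.5) received compound, then a probe mix of 5 nM fluorescein-DNA and 100nM Texas-615-DNA. Fluorescence polarization was read for both dyes.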
APE1 inh: inhibitors of human APE1 endonuclease. P27695. recombinant APE1, TAMRA/BHQ-2 abasic DNA cleavage fluorescence. Potency, µM (series often up to 65.8 µM), for inactives: top-dose activity change, negative = inhibition, usual class: inhibitors. 0.35% of 350,000 active. AID 2517;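 note: potency is the fitted concentration of half-maximal effect; plate controls were vehicle for no effect and reference inhibitor for full effect; nearly all actives have a fitted effect of over 55% in size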
Target sequence (P27695 whole entry, looked up): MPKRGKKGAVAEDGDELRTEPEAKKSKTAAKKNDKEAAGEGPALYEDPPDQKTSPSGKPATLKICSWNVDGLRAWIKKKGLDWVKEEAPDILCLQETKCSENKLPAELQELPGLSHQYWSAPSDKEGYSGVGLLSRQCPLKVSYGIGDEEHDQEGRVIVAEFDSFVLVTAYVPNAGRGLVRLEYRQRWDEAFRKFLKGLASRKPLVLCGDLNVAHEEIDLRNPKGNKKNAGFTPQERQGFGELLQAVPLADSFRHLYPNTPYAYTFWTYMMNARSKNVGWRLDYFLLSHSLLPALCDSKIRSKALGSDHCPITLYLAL
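Incision of a quenched TAMRA/BHQ-2 THF abasic-site duplex (50 nM) by 0.75 nM APE1, after 15 min compound preincubation, measured as fluorescence increase over three 60 s reads. Values normalized to buffer, DMSO and NSC13755 control wells.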
* marks the source's active call; other numbers are inactive results; ? = inconclusive; . = no result given; & = joins results of further samples; [ ] = dose if it differs, or a comment. Unless noted, calls come from the whole dose curve; as a rule, active = well fitted curve in the direction sought with a large enough effect; inconclusive = small, poorly fitted or top-dose-only effect, or another doubt; inactive = no such curve, though single readings can be large; an effect the other way counts as inactive or inconclusive.

SMILES	12-LOX inh	POLK inh	LDHA block	RGS4 inhibitor	Pol eta inh	Anesthetic bind	Pol beta inh	ERG-DNA inh	APE1 inh
COC1=CC2C3Cc4ccc(OC)c(O)c4C2(CCN3C)CC1=O (stereo not given)	25%	-11%	4	8%	-22%	.	.	1%	-1%
COc1ccc(C2=CC(c3ccc(OC)c(OC)c3)c3c(c4ccccc4oc3=O)O2)cc1OC (stereo not given)	-15%	-2%	-15	-13%	-24%	-6%	?	-2%	-5%
CCCCn1c(O)c(C(C)=Nc2ccc(OCC)cc2)c(=O)[nH]c1=O	?	7%	3	10%	-18%	?	-23%	0%	-1%
N[C@@H](Cc1c[nH]c2ccccc12)c1nnc(SCc2ccc(Cl)cc2)o1	-22%	-21%	5	9%	-7%	?	0%	0%	-8%
O=C1CC(=O)N(Cc2ccccc2)C(=O)N1CCCCCCN1C(=O)CC(=O)N(Cc2ccccc2)C1=O	0%	22µM*	-20	-54%	?	-16%	28µM*	0%	?
COc1ccc(C(Nc2ccccc2)P(=O)(Oc2ccccc2)Oc2ccccc2)cc1 (stereo not given)	-20%	-7%	4	-40%	-16%	?	?	.	7%
CCOP(=S)(OCC)SCC(=O)NC(C(=O)O)C(C)C (stereo not given)	-2%	-4%	-8	16%	4%	-9%	43%	11%	19%
CC(C)c1ccc(OCC(=O)N2CCCN(C)CC2)cc1	-2%	11%	0	5%	-7%	-11%	-10%	-6%	2%
CN(C=O)CP(=O)(O)CN(C)C=O	?	-11%	-4	2%	-15%	-6%	-17%	0%	-3%
CC(C)(C)OC(=O)c1c(N)n(Cc2ccco2)c2nc3ccccc3nc12	-16%	-11%	3	-19%	-15%	706%[activator]	-3%	15%	-5%
CCCCNC(=O)c1c(N)n(Cc2ccc3c(c2)OCO3)c2nc3ccccc3nc12	1%[57.4 µM]	-7%	17	-22%	-11%	-7%	32%	.	14%
c1cncc(CNC2CCCC2)c1	?	?	-1	2%[56.9 µM]	-8%	2%	5%	5%	-2%
CN(C)C(=O)Oc1ccc(Br)c2ccccc12	-14%	-8%	-2	2%	-11%	-23%	12%	-6%	-4%
CC12C(C(=O)O)C1(c1ccccc1)C2C(=O)O (stereo not given)	-4%	2%	-4	31%	-8%	.	.	2%	.
CNC(=O)O/N=C(\N)Cc1csc2ccc(Cl)cc12	0%	-15%	-7	0%	-11%	-11%	1%	-5%	7%
O=C(Nc1ccc(Cl)c(Cl)c1)c1ccco1	66%[activator]	-12%	-2	3%	-25%	-17%	5%	1%	-3%
O=c1c2ccccc2nc(CNc2ccccc2)n1-c1ccccc1	-20%	2%	2	2%	-11%	-6%	11%	-4%	3%
C[C@H]1C/C=C/[C@@H]2[C@@H]3O[C@]3(C)[C@@H](C)[C@H]3[C@H](Cc4ccccc4)NC(=O)[C@]32OC(=O)O/C=C/[C@](C)(O)C1=O	13%	-10%[12 µM]	.	.	.	-10%	.	.	13%
Cc1[nH]c2ccc(O)cc2c1CCN	?	-5%[60.1 µM]	-14	-11%[56.9 µM]	-13%	.	0%[57.1 µM]	-5%	1%&8%&-1%&-5%
O=C(NCCCN1CCOCC1)C(Cl)(Cl)Cl	1%	-17%	-3	6%	-12%	-7%	13%	0%	1%

Quoted at random: 2 compounds from above.
SMILES	12-LOX inh	POLK inh	LDHA block	RGS4 inhibitor	Pol eta inh	Anesthetic bind	Pol beta inh	ERG-DNA inh	APE1 inh
O=C(NCCCN1CCOCC1)C(Cl)(Cl)Cl	1%	-17%	-3	6%	-12%	-7%	13%	0%	1%
c1cncc(CNC2CCCC2)c1	?	?	-1	2%[56.9 µM]	-8%	2%	5%	5%	-2%

Remaining list, next part
SMILES	12-LOX inh	POLK inh	LDHA block	RGS4 inhibitor	Pol eta inh	Anesthetic bind	Pol beta inh	ERG-DNA inh	APE1 inh
Cc1ccc(C(=O)COC(=O)Cc2ccccc2)cc1	3%	-11%	-2	12%	1%	?	26%	2%	1%
CNCCc1c[nH]c2ccc(O)cc12	?	?	-3	?	0%[57.1 µM]	.	8%[57.1 µM]	-5%	-1%&-4%
Cc1cccc(C)c1N1CCN(c2c(C)cccc2C)CC1	?	3%	0	-13%	-7%	-4%	24%	11%	9%
CCCc1nc2ccccc2c(=O)n1-c1cccc(OC)c1	-18%	-3%	-8	21%	-3%	-6%	16%	-7%	5%
Cc1nn(C)cc1/C=C1/CC2C3CC=C4CC(O)CCC4(C)C3CCC2(C)C1=O (stereo not given)	-26%	-1%	-3	-1%	0%	.	.	-16%	.
COc1ccc2c(c1)CC1(CN2C)C(=O)NC(=O)N(c2ccc(C)cc2)C1=O (stereo not given)	?	-6%	18	-16%	-15%	-20%	8%	9%	-5%
O=C(Nc1ccon1)c1cccn(Cc2cccc(Cl)c2)c1=O	-6%	-4%[60.1 µM]	-12	2%	18%	-14%	3%	-3%	.
C[N+]1(CC(COCc2ccccc2)OC(=O)Cc2ccccc2)CCOCC1 (stereo not given)	40µM*	-11%	?	5%	-9%	-8%	34%	-3%	1%
C=C1C2C[C@H](O)C(C)(C)[C@@]2(O)[C@H](O)C[C@]23C[C@@](C)(O)[C@H](CC[C@H]12)[C@H]3OC(C)=O (stereo not given in full)	-3%	-6%	0	11%	-2%	35%[activator]	18%	-11%	5%
CNCC(N)C(=O)O (stereo not given)	11%	14%[60.1 µM]	.	.	.	-3%	.	.	4%
[O-]c1ccccc1-[n+]1c(-c2ccccc2)cc(-c2ccccc2)cc1-c1ccccc1	-12%	-11%	-11	21%	-12%	.	.	0%	6%
O=C(N/N=C/c1ccncc1)c1cnccn1	3%	0%	-3	15%	-8%	2%	2%	1%	-1%
O=C/C=C/c1ccccc1	1%	-10%	-3	11%	-5%	2%	.	-3%	31%&-4%&3%&3%
Cc1ccc(-n2c(O)c(/C=N/NC(=O)c3ccncc3)c(=O)[nH]c2=O)cc1C	9%	-6%	7	-23%	-20%	-8%	15%	5%	3%
S=c1[nH]c2ccccc2[nH]1	-22%	-6%	-7	-8%	-10%	-4%	0%	2%	2%&15%
COc1ccc(-n2c(=S)[nH]c3c(sc(=S)n3-c3ccccc3)c2=O)c(OC)c1	55%[activator]	6%	-7	?	1%	-2%	10%	13%	-9%
CCOP(=O)(OCC)C(NS(=O)(=O)c1ccccc1)C(Cl)(Cl)Cl (stereo not given)	14%	-7%	1	31%	6%	107%[activator]	14%	0%	8%
COC(=O)c1ccc(CN2CCSC2=N)cc1	27%	-10%	-11	-1%	-4%	-8%	2%	2%	65%[activator]
N#Cc1ccc(Cn2cc(C(=O)c3ccco3)c3ccccc32)cc1	0%	-12%	-4	10%	-9%	?	3%	-2%	-5%
O=C1NC(=O)N(CCc2ccc(F)cc2)C(=O)/C1=C/c1ccco1	?	?	-4	?	20µM*	-15%	3.2µM*	63%[activator]	10µM*

15 entries out of the list, arranged by molar mass, rising.
SMILES	12-LOX inh	POLK inh	LDHA block	RGS4 inhibitor	Pol eta inh	Anesthetic bind	Pol beta inh	ERG-DNA inh	APE1 inh
S=c1[nH]c2ccccc2[nH]1	-22%	-6%	-7	-8%	-10%	-4%	0%	2%	2%&15%
c1cncc(CNC2CCCC2)c1	?	?	-1	2%[56.9 µM]	-8%	2%	5%	5%	-2%
CN(C=O)CP(=O)(O)CN(C)C=O	?	-11%	-4	2%	-15%	-6%	-17%	0%	-3%
O=C(N/N=C/c1ccncc1)c1cnccn1	3%	0%	-3	15%	-8%	2%	2%	1%	-1%
CC12C(C(=O)O)C1(c1ccccc1)C2C(=O)O (stereo not given)	-4%	2%	-4	31%	-8%	.	.	2%	.
O=C(Nc1ccc(Cl)c(Cl)c1)c1ccco1	66%[activator]	-12%	-2	3%	-25%	-17%	5%	1%	-3%
CC(C)c1ccc(OCC(=O)N2CCCN(C)CC2)cc1	-2%	11%	0	5%	-7%	-11%	-10%	-6%	2%
CCCc1nc2ccccc2c(=O)n1-c1cccc(OC)c1	-18%	-3%	-8	21%	-3%	-6%	16%	-7%	5%
O=c1c2ccccc2nc(CNc2ccccc2)n1-c1ccccc1	-20%	2%	2	2%	-11%	-6%	11%	-4%	3%
CC(C)(C)OC(=O)c1c(N)n(Cc2ccco2)c2nc3ccccc3nc12	-16%	-11%	3	-19%	-15%	706%[activator]	-3%	15%	-5%
Cc1ccc(-n2c(O)c(/C=N/NC(=O)c3ccncc3)c(=O)[nH]c2=O)cc1C	9%	-6%	7	-23%	-20%	-8%	15%	5%	3%
C[N+]1(CC(COCc2ccccc2)OC(=O)Cc2ccccc2)CCOCC1 (stereo not given)	40µM*	-11%	?	5%	-9%	-8%	34%	-3%	1%
CCCCNC(=O)c1c(N)n(Cc2ccc3c(c2)OCO3)c2nc3ccccc3nc12	1%[57.4 µM]	-7%	17	-22%	-11%	-7%	32%	.	14%
COc1ccc(-n2c(=S)[nH]c3c(sc(=S)n3-c3ccccc3)c2=O)c(OC)c1	55%[activator]	6%	-7	?	1%	-2%	10%	13%	-9%
COc1ccc(C2=CC(c3ccc(OC)c(OC)c3)c3c(c4ccccc4oc3=O)O2)cc1OC (stereo not given)	-15%	-2%	-15	-13%	-24%	-6%	?	-2%	-5%

Only part of the results is shown, so the mix of outcomes need not match the whole.
